PP1 inh: counter-screen for PP5 inhibitors: inhibitors of human PP1-alpha; P62136; inhibition, % at 6.7 µM; actives 0.9% (n = 320,000); purified PP1alpha, OMFP fluorescence;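 active = inhibition above the mean inhibition of all tested compounds plus 3 SD, computed separately for each screening campaign, cut at about 15% in these data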
Target sequence (P62136 whole entry, looked up): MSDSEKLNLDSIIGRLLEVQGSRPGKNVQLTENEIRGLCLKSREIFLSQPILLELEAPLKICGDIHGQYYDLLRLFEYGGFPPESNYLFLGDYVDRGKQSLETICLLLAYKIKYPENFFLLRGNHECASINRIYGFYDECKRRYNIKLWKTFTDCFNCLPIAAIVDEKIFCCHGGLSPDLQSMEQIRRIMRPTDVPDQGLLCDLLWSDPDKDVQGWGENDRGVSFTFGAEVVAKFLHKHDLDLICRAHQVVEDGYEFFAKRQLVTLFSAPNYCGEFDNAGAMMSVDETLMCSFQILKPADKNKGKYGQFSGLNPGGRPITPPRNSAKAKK
LYPLA2 inh: blocks human lysophospholipase 2, a PME1 counter-screen; actives 0.38% (n = 320,000); recombinant LYPLA2, FP-Rh probe fluorescence polarization; O95372; AID 2177; inhibition, % at 5.9 µM;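 active = inhibition above the screen-wide mean plus 3 SD, limit set per campaign, cut at about 26% in these data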;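 note: 0% = LYPLA2 with DMSO and 100% = wells lacking LYPLA2 enzyme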
PREPL inh: inhibits the human prolyl oligopeptidase-like enzyme; Q4J6C6; recombinant PREPL, fluorescence polarization activity-based probe; inhibition, % at 5.96 µM; actives 0.68% (n = 320,000); AID 2751; in the data active = inhibition above about 43%;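 note: 0% = enzyme with DMSO and 100% = wells lacking enzyme; many of its hits are not listed in these tables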
CTSL1 counter: cathepsin L1 inhibition, PFM18AAP counter-screen. recombinant F. hepatica cathepsin L1, Z-Leu-Arg-MCA fluorescence. inhibition, % at 5.96 µM. AID 1906. actives 0.49% (n = 300,000);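 active = inhibition above the mean of all tested compounds plus 3 SD, set per screening campaign, cut at about 17% in these data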;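 note: 0% = plate median of test compound wells and 100% = 1 µM Z-Phe-Ala-diazomethylketone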
PP5 primary: inhibitors of human protein phosphatase 5 (PP5); purified PP5c, OMFP substrate fluorescence; inhibition, % at 6.7 µM; actives 0.18% (n = 320,000); AID 1987;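 active = inhibition above the campaign's mean inhibition across all tested compounds plus 3 SD, cut at about 9.5% in these data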;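 note: 0% = DMSO only and 100% = 100 µM cantharidin control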
Target sequence (P53041 whole entry, looked up): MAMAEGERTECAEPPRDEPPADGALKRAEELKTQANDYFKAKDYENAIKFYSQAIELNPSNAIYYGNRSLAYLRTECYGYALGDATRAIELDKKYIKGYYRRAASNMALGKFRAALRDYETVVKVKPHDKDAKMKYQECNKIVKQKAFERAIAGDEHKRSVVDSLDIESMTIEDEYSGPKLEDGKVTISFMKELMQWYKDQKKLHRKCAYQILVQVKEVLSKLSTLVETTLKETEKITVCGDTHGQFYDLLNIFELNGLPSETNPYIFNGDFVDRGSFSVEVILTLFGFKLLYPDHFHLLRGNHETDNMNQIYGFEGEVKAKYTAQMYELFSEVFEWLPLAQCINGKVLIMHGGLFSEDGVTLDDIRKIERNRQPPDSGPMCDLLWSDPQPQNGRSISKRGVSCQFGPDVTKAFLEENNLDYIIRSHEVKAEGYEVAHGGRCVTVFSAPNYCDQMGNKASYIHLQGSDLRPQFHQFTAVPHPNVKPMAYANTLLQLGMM
HCV core dimer: blocks dimerization of HCV core protein; TR-FRET GST/Flag-core106 dimerization, 1536-well; inhibition, % at 5 µM; actives 0.33% (n = 300,000); AID 1899;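 active = inhibition above the mean of all tested compounds plus 3 SD, set per screening campaign, cut at about 45% in these data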
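Assay system: tagged HCV core106 pair (GST and Flag); medium: KF-containing HEPES buffer, pH 7.45, DTT, CHAPS, BSA; also added: Eu donor and XL665 acceptor anti-tag antibodies; dosing: 5 µM single dose; timing: compound-protein-antibody incubation 4 h at 22.5 °C; signal: TR-FRET 671 and 617 nm emission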
JMJD2C inh: blocks human GASC-1 demethylase activity; Q9H3R0; GST-JMJD2C(1-420) H3K9me3 demethylation, DELFIA europium; inhibition, % at 2.35 µM; actives 0.069% (n = 330,000); AID 2099;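 active = more than half of a compound's replicate wells show inhibition beyond 50%, single wells judged on their own value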;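 note: signal counts dimethyl H3K9 product captured on neutravidin plate; 0% = median of DMSO wells and 100% = 0.3 times that DMSO median; strong numbers were not always called active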
TPT1 inh: blocks Candida albicans tRNA 2'-phosphotransferase | recombinant caTPT1, FP RNA substrate dephosphorylation | actives 0.81% (n = 300,000) | inhibition, % at 5 µM;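 active = inhibition above the mean of all tested compounds plus 3 SD, set per screening campaign, cut at about 24% in these data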;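 note: plate controls were DMSO alone for no effect and ferristatin control at 100 nM for full effect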
Efflux pump inh: blocks antifungal efflux pumps in multiplex yeast assay; actives 0.44% (n = 330,000); S. cerevisiae Candida pump triplex, Nile Red efflux; inhibition, % at 10 µM;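 active = plate passing quality check with inhibition over a set limit, or well fluorescence over plate mean plus 4 SD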;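 note: Nile Red retained in pooled yeast measured as flow cytometry median fluorescence; 0% = buffer negative control and 100% = Enniatin B positive control; higher means more Nile Red kept so more efflux inhibition; some compounds called inactive have numbers as strong as hits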
* = called active by the depositor; · = no result given.

(1) Cc1[nH]c2ccccc2c1-c1ccc(Cl)nn1
(2) Cc1cc(Cl)c(OCCCN(C)C)c(Br)c1
(3) COc1ccccc1CCNC(=O)C(C)n1nc(C)c2c(C)n(-c3ccccc3)nc2c1=O (stereo not given)
(4) c1ccc2c(c1)CCc1ccccc1C2=C1CCNCC1
(5) O=C(COc1ccc2c3c(c(=O)oc2c1)CCC3)NC(Cc1ccc(Cl)cc1)C(=O)O (stereo not given)
(6) CC(C)c1ccc(Nc2nc(Cl)nc(NCCO)n2)cc1
(7) Cc1ccc(C)c(S(=O)(=O)NCCCn2ccnc2)c1
(8) Cc1ccc(-n2nc3c(c2NC(=O)c2cccs2)CS(=O)(=O)C3)cc1C

entry no.,1,2,3,4,5,6,7,8
PP1 inh,-3,0,-1,-4,-4,-1,-1,-13
LYPLA2 inh,-3,3,-3,-6,7,4,-6,-5
PREPL inh,1,-19,5,0,19,-14,7,1
CTSL1 counter,0,-4,-3,-3,4,4,-1,6
PP5 primary,0.1,2.0,-0.3,-0.2,-0.1,3.8,0.8,-4.1
HCV core dimer,-3,-3,6,-1,0,-4,-6,-10
JMJD2C inh,41,-11,-16,-6,-2,58,-13,-1
TPT1 inh,-5,1,-2,1,-5,2,-1,3
Efflux pump inh,0.0,-0.2,-0.1,0.1,-0.1,0.0,0.3,-0.4

(9) COc1ccc(Cl)c(Cn2c(NCCCO)nc3c2c(=O)n(C)c(=O)n3C)c1
(10) CCOCCn1c(SCC)nc2c1c(=O)[nH]c(=O)n2C
(11) CC1Sc2ccc(S(=O)(=O)CCC(=O)N3CCN(c4cccc(Cl)c4)CC3)cc2NC1=O (stereo not given)
(12) COc1cc(-n2c(=O)c3ccccc3n(CC(=O)c3ccc(F)cc3)c2=O)cc(OC)c1OC
(13) O=C(O)Cn1cnc2scc(-c3cccs3)c2c1=O
(14) CCOC(=O)c1c(/N=C/c2ccc(C)cc2O)sc2c1CCN(C)C2
(15) COc1cc2ccccc2cc1C(=O)N1CC(C)CC(C)C1 (stereo not given)
(16) Cc1ccc(C(=O)Nc2ccc(C(=O)N/N=C/c3ccccn3)cc2)cc1

entry no.,9,10,11,12,13,14,15,16
PP1 inh,0,1,-3,-1,-1,-4,-1,4
LYPLA2 inh,2,11,7,-5,-3,5,5,-14
PREPL inh,-3,7,-11,-9,-3,15,0,-3
CTSL1 counter,3,-1,1,-3,-3,-1,0,19*
PP5 primary,2.5,0.3,1.3,-0.5,1.1,0.3,0.6,-7.5
HCV core dimer,7,-3,4,2,1,-8,4,-20
JMJD2C inh,2,-6,-1,0,-4,-4,1,-18
TPT1 inh,-1,-5,-1,0,-1,-4,-1,-1
Efflux pump inh,-0.4,-0.1,0.0,0.0,0.0,-0.1,-1.2,0.3

(17) N#Cc1c(NC(=O)CSc2nc(N)cc(=O)[nH]2)sc2c1CCCCCC2
(18) CCOc1ccc(NC(=O)c2ccccc2-c2ccccc2C(=O)O)cc1
(19) CC(=O)N1CCN=C1SCc1ccccc1Cl
(20) CCNC(=O)C(=O)Nc1cc2c3c(c1)CCN3C(=O)CC2
(21) O=C1CCN(S(=O)(=O)c2cc(C(F)(F)F)ccc2Cl)CC1
(22) N#Cc1ccc(OCC(=O)N2CCCC2=O)cc1
(23) COc1ccc2c(c1OC)C(=O)N(c1ccc(O)cc1)C2=O
(24) CC(C)(CNC(=O)C1c2ccccc2-c2ccccc21)N1CCOCC1

entry no.,17,18,19,20,21,22,23,24
PP1 inh,2,0,-5,-4,0,-2,2,-3
LYPLA2 inh,20,-9,-1,2,2,0,5,-2
PREPL inh,-19,11,0,4,4,1,-1,4
CTSL1 counter,1,0,-2,-5,·,·,-4,1
PP5 primary,1.5,0.4,2.1,0.5,2.3,-1.1,-0.5,0.7
HCV core dimer,11,-8,-2,-14,·,·,0,0
JMJD2C inh,1,3,-2,16,-4,-16,-6,0
TPT1 inh,-1,1,-1,0,·,·,0,-1
Efflux pump inh,0.0,0.1,0.1,-0.3,0.1,0.1,0.1,-0.2

(25) Cc1ccn2cc(C(=O)Nc3ccc4c(c3)OCCO4)nc2c1
(26) COc1ccc(NC(=O)COc2ccc(CNCCCN3CCOCC3)cc2OC)cc1
(27) C=CCn1cnc2scc(-c3ccc(CC)cc3)c2c1=O
(28) COCCNc1ccc(N2C(=O)CCCC2=O)cc1[N+](=O)[O-]
(29) Cc1cccc(NC(=O)C2CCCN(C(=O)NCc3ccccc3)C2)c1C (stereo not given)
(30) CCn1c2ccccc2c2cc(/C=N/n3c(-c4cc(C)[nH]n4)n[nH]c3=S)ccc21
(31) Cc1nnc(NC(=O)c2ccc(S(=O)(=O)C(F)F)cc2)s1
(32) O=C(Nc1ccccc1)N1CCCc2ccccc21

entry no.,25,26,27,28,29,30,31,32
PP1 inh,5,-2,5,-3,-3,5,-2,-6
LYPLA2 inh,-7,2,4,0,1,4,0,-1
PREPL inh,14,17,3,-5,12,5,2,-4
CTSL1 counter,12,1,0,1,1,1,-2,0
PP5 primary,5.5,-0.7,3.0,0.3,-1.7,4.8,-1.0,-1.4
HCV core dimer,6,-1,-2,1,-2,13,-1,-2
JMJD2C inh,5,0,0,4,3,3,4,8
TPT1 inh,1,-2,3,0,2,4,4,-1
Efflux pump inh,-0.2,-0.2,0.0,0.0,0.3,0.3,0.1,0.1

Exported with two lines to a compound: 2 of the compounds above.
The line under a structure holds: PP1 inh, LYPLA2 inh, PREPL inh, CTSL1 counter, PP5 primary, HCV core dimer, JMJD2C inh, TPT1 inh, Efflux pump inh
27. C=CCn1cnc2scc(-c3ccc(CC)cc3)c2c1=O
  5, 4, 3, 0, 3.0, -2, 0, 3, 0.0
28. COCCNc1ccc(N2C(=O)CCCC2=O)cc1[N+](=O)[O-]
  -3, 0, -5, 1, 0.3, 1, 4, 0, 0.0

(more compounds)
(33) COc1ccc(-c2cc(C(=O)N3CCCc4ccccc43)no2)cc1OC
(34) Cc1ccc(NC(=O)Cn2nnc(C(=O)NCCc3ccccc3)c2N)c(C)c1
(35) COC1=NS(=O)(=O)c2ccccc21
(36) Cc1cc(C)cc(Nc2c(F)c(F)c(F)c(F)c2C(=O)O)c1
(37) CN(C)C(CNc1ncccn1)c1ccccc1 (stereo not given)
(38) COC(=O)c1nc(NC(=S)NC(=O)c2cccs2)sc1C
(39) CCCCn1c(NC(C)=O)c(C#N)c2nc3ccccc3nc21
(40) O=C(NC(NC(=S)N1CCOCC1)C(Cl)(Cl)Cl)c1ccc(Cl)cc1 (stereo not given)

entry no.,33,34,35,36,37,38,39,40
PP1 inh,5,0,1,-2,1,-1,-6,6
LYPLA2 inh,8,4,10,12,9,-2,-2,0
PREPL inh,-3,10,15,7,12,3,-1,-2
CTSL1 counter,-3,1,2,1,0,-2,2,-3
PP5 primary,3.5,0.6,-1.3,0.7,1.3,-0.4,1.1,2.2
HCV core dimer,0,-8,-14,1,-9,8,11,-1
JMJD2C inh,0,-5,5,-6,-1,2,44,8
TPT1 inh,-1,-1,-4,0,1,1,6,2
Efflux pump inh,0.0,0.1,0.0,0.0,-0.4,0.3,0.0,0.8

In a second layout: entries from further up
(33) COc1ccc(-c2cc(C(=O)N3CCCc4ccccc43)no2)cc1OC
  PP1 inh = 5	LYPLA2 inh = 8	PREPL inh = -3	CTSL1 counter = -3	PP5 primary = 3.5	HCV core dimer = 0	JMJD2C inh = 0	TPT1 inh = -1	Efflux pump inh = 0.0

(34) Cc1ccc(NC(=O)Cn2nnc(C(=O)NCCc3ccccc3)c2N)c(C)c1
  PP1 inh = 0	LYPLA2 inh = 4	PREPL inh = 10	CTSL1 counter = 1	PP5 primary = 0.6	HCV core dimer = -8	JMJD2C inh = -5	TPT1 inh = -1	Efflux pump inh = 0.1

Further entries
(41) COc1ccc(-c2ccc(SCC(=O)NCc3ccc4c(c3)OCO4)nn2)cc1OC
(42) O=C(CCc1ccc(S(=O)(=O)NCc2ccccc2)cc1)NCc1ccco1
(43) O=S(=O)(c1cccc(C(F)(F)F)c1)N1CCC(CO)(CCCc2ccccc2)CC1
(44) N/C(=N\OC(=O)CN1C(=O)c2ccccc2C1=O)c1ccc(Cl)cc1
(45) Fc1ccc(Cn2nnc(-c3ccc(CN4CCOCC4)cc3)n2)cc1
(46) O=C(NCCN1CCCCC1)Nc1ccccc1
(47) Cc1ccc2c(C)c(C(=O)N3CCN(Cc4ccccn4)CC3)oc2c1C
(48) COc1cccc(C(O)c2nc3ccccc3n2C(C)C)c1OC (stereo not given)

entry no.,41,42,43,44,45,46,47,48
PP1 inh,-3,2,3,0,-4,-2,-2,-5
LYPLA2 inh,-2,-1,13,4,0,3,4,-4
PREPL inh,12,-8,19,11,7,6,7,5
CTSL1 counter,3,-6,8,-9,-2,-5,-3,-2
PP5 primary,-0.4,-7.1,4.0,0.5,4.1,-0.4,2.1,2.7
HCV core dimer,1,-8,4,3,-2,0,-23,0
JMJD2C inh,-6,8,25,24,5,-7,-5,4
TPT1 inh,-1,-3,-1,3,0,0,0,3
Efflux pump inh,0.1,0.3,0.0,0.2,0.0,-0.2,0.2,0.3

(49) O=C(NCC1OCCc2ccccc21)c1ccc(NC(=O)c2ccc(Cl)cc2)cc1 (stereo not given)
(50) CCc1nc(N2CCCC2)c(C#N)c2c1CCCC2
(51) COc1ccc(C)cc1Nc1nc(-c2c(C)[nH]c3ccccc23)cs1
(52) CCOC(=O)C(C)n1cnc2c(nnn2Cc2ccc(C)cc2)c1=O (stereo not given)
(53) Cc1ccc(CC2CC(=O)N(c3ccc4c(c3)OCCO4)C2=O)cc1 (stereo not given)
(54) O=C(Nc1cccnc1)c1ccco1
(55) CCC(C)(C)C(=O)Nc1cc([N+](=O)[O-])ccc1F

entry no.,49,50,51,52,53,54,55
PP1 inh,12,-4,-2,-9,0,1,0
LYPLA2 inh,-38,7,-4,0,0,4,0
PREPL inh,-6,-1,5,16,-10,1,-3
CTSL1 counter,2,4,0,-5,-1,0,-3
PP5 primary,1.9,-0.1,-2.0,3.6,3.1,2.5,-0.3
HCV core dimer,5,3,17,2,-3,-2,0
JMJD2C inh,5,10,11,-13,0,1,-4
TPT1 inh,1,1,3,2,2,0,-1
Efflux pump inh,-0.2,0.1,0.0,0.4,-0.1,0.1,0.0

Only part of the results is shown, so the mix of outcomes need not match the whole.
